BRCA1 expr up = qHTS Assay to Identify Small Molecule Activators of BRCA1 Expression. 380,000 compounds, 1.1% hits. Potency, µM (titrated, usually from 46.1 µM), for inactives: top-dose activation, actives largely listed as activators. MCF7-BRCA1-FFLuc reporter, luminescence, 48 h; response scale: scaled: vehicle 0%, 10 µM genistein 100%. AID 624202, 2012; also: potency is read from the fitted curve at half-maximal effect; nearly all actives have a fitted effect of over 80% in size; some results filed as inactive show a strong effect at the top dose
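Compounds are tested at multiple concentrations on MCF7 BRCA1-luciferase reporter cells seeded at 2000 per well; after 48 h, a single luminescence end-point is taken and curves fitted to the normalized data.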
Giardia kill = Small Molecules that selectively kill Giardia lamblia: qHTS | Giardia lamblia trophozoite viability | activity change, % at 7.66 µM, hits read low | 340,000 compounds, 0.15% hits; in the data active = activity change below about -80%; inconclusive = between about -30% and that limit;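 also: parasites exposed to compound for two days anaerobically before the ATP read; % is scaled to controls: 0 for no effect and ±100 for the full control effect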
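Giardia lamblia trophozoites (100 cells/well) were incubated with compounds for 48 h at 37 deg C under anaerobic conditions. Viability was read as ATP content by one-step luminescence after 15-30 min at room temperature.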
RORg inh = qHTS for inhibitors of ROR gamma transcriptional activity; Nuclear receptor ROR-gamma (Mus musculus), P51450; Drosophila S2 Gal4-RORgamma UAS-luciferase reporter, 20 h; Potency, µM (series often up to 53.6 µM), for inactives: at the top dose activity change, negative = inhibition, usual class: inhibitors; 310,000 compounds, 5.4% hits; AID 2551, 2010; also: potency is read from the fitted curve at half-maximal effect; % is scaled to controls: 0 for no effect and ±100 for the full control effect; nearly all actives have a fitted effect of over 60% in size
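Stably transfected Drosophila Schneider cells are the test system, with ROR gamma fused to Gal4 and luciferase under UAS control; luminescence is read after 20 hr of 700 uM copper sulfate induction at ambient temperature.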
p53 reactivator = qHTS assay for re-activators of p53 using a Luc reporter | 320,000 compounds, 0.063% hits | AID 504706, 2011 | H1299 p53-A138V BP100-luciferase reporter, luminescence, 24 h | Potency, µM (titrated, usually from 92.2 µM), without a hit: at the highest dose activity change, positive = activation, most hits filed as activators; also: potency is read from the fitted curve at half-maximal effect; % of control where 0% means no effect; nearly all actives have a fitted effect of over 45% in size
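H1299 (p53-null), stable ts p53-A138V + BP100-Luc; 1000 cells/well, Opti-MEM/10% FBS; cpd 4 pt, 1:5; 24 h, 37 deg C, 5% CO2; detection reagent 10 min RT; luminescence.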
Gal4-VP16 FLuc = VP16 counterscreen qHTS for inhibitors of ROR gamma transcriptional activity; Drosophila S2 Gal4-VP16 UAS-luciferase, luminescence, 20 h; Potency, µM (titrated, usually from 53.6 µM), for the others: at the top dose activity, negative = inhibition, usual class: inhibitors; 310,000 compounds, 3.5% hits; AID 2546, 2010;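 also: Gal4-VP16 expression switched on by copper sulfate through the metallothionein promoter; potency is read from the fitted curve at half-maximal effect; % is scaled to controls: 0 for no effect and ±100 for the full control effect; nearly all actives have a fitted effect of over 50% in size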
FLuc modulator = qHTS profiling assay for firefly luciferase inhibitor/activator using purifed enzyme and Km concentrations of substrates (counterscreen for miR-21 project); Luciferin 4-monooxygenase (Photinus pyralis), P08659; purified FLuc, Km substrates, luminescence inhibition; Potency, µM (top dose mostly 57.5 µM), without a hit: at the top dose activity change, negative = inhibition, most hits filed as inhibitors; 360,000 compounds, 6.9% hits; AID 588342, 2011;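 also: potency is read from the fitted curve at half-maximal effect; plate controls were vehicle for no effect and reference inhibitor for full effect; nearly all actives have a fitted effect of over 55% in size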
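Purified P. pyralis luciferase (10nM final) with 10uM D-luciferin and 10uM ATP (Km levels) in 50mM Tris acetate pH 7.5, 10mM Mg acetate, 0.01% Tween-20, 0.05% BSA; qHTS 6-point titration, ~60 µM downward; luminescence read.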
Rab9 promoter act = qHTS Assay for Rab9 Promoter Activators | Huh7 Rab9 promoter-luciferase reporter, luminescence, 24 h | Potency, µM (series often up to 9.22 µM), for inactives: at the top dose activation, negative = inhibition, most hits filed as activators | 320,000 compounds, 2.8% hits; also: potency is read from the fitted curve at half-maximal effect; % of control where 0% means no effect; nearly all actives have a fitted effect of over 60% in size
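Stable Rab9-luc Huh7, 1500 cells/well, 2 h settle; cmpd in DMSO, 24 h, 37 °C/5% CO2; luciferase reagent 10 min RT; luminescence.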
Menin MLL FP TR = qHTS Assay for Inhibitors Targeting the Menin-MLL Interaction in MLL Related Leukemias: Competition With Texas Red Labeled MLL-derived Mutant Peptide; O00255; 270,000 compounds, 0.23% hits; Menin + Texas Red MLL mutant peptide, fluorescence polarization; Potency, µM (highest dose often 61.6 µM), for the others: at the highest dose FP activity change, negative = inhibition, usual class: inhibitors; active = well fitted inhibition curve with a large enough effect in the polarisation, with a control signal flat, not every such curve was filed as active; inconclusive = small, poorly fitted or top-dose-only effect, or effect the other way, or a change in a side signal; inactive = no such curve, though single readings can be large or run the other way; the % refers to the polarisation; also: potency is read from the fitted curve at half-maximal effect; % of control where 0% means no effect; many of its hits are not listed in these tables
Target sequence (O00255 whole entry, looked up): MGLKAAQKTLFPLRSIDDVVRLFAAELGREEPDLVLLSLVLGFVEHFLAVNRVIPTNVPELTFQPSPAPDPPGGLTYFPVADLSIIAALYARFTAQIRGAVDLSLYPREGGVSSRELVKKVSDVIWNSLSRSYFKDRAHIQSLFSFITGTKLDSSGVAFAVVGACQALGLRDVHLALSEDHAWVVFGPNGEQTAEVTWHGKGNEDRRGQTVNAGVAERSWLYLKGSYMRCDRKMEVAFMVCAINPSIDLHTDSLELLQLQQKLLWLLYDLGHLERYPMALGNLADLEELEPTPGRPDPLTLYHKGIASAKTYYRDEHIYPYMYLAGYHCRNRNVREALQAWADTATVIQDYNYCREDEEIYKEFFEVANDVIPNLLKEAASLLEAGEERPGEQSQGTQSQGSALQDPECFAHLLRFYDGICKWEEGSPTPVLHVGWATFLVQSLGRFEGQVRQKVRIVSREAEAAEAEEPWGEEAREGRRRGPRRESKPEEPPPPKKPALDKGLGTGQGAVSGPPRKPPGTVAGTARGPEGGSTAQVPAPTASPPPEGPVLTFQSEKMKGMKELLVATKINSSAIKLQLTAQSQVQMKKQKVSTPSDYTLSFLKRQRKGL
PKM2 activator = qHTS Assay for Activators of Human Muscle isoform 2 Pyruvate Kinase | 260,000 compounds, 0.34% hits | Potency, µM (highest dose often 57.5 µM), for the others: top-dose activation, hits mostly activators | Pyruvate kinase PKM (Homo sapiens), P14618 | purified PKM2, Kinase-Glo ATP luminescence, activation; response scale: 0% is enzyme alone, no compound; also: potency is read from the fitted curve at half-maximal effect; % is scaled to controls: 0 for no effect and ±100 for the full control effect; nearly all actives have a fitted effect of over 55% in size
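Purified hPK-M2 (>95%) run at intermediate activity with 0.1 mM ADP and 0.5 mM PEP in 50 mM imidazole pH 7.2, KCl, MgCl2; 1 h room temperature. ATP formed read by Kinase-Glo luminescence; normalized to uninhibited and no-enzyme controls.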
ELG1 genotox = qHTS screen for small molecules that induce genotoxicity in human embryonic kidney (HEK293T) cells expressing luciferase-tagged ELG1. Potency, µM (top dose mostly 46 µM), for inactives: top-dose activity change, positive = activation, actives largely listed as activators. AID 504466, 2011. HEK293T ELG1-luciferase reporter, luminescence, 16 h. 330,000 compounds, 1.3% hits; also: potency is read from the fitted curve at half-maximal effect; % of control where 0% means no effect; nearly all actives have a fitted effect of over 60% in size
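Genotoxicity was scored as increased ELG1-luciferase reporter signal, measured by ONE-Glo luminescence (30 min, room temperature). Compound or vehicle exposure of the HEK293T reporter cells lasted 16 hr at 37°C.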
NPC1 promoter act = qHTS Assay for NPC1 Promoter Activators. AID 485313, 2010. 320,000 compounds, 2.4% hits. Huh7 NPC1 promoter luciferase reporter, 24 h. Potency, µM (top dose mostly 9.22 µM), inactives show at the highest dose activation, hits mostly activators;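 also: potency is read from the fitted curve at half-maximal effect; % of control where 0% means no effect; nearly all actives have a fitted effect of over 60% in size; reporter is driven by a mutant NPC1 promoter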
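Huh7 reporter cells (NPC1 promoter driving luciferase) are dosed with compound for 24 h at 37 °C, 5% CO2; luciferase detection reagent is then added and luminescence measured after 10 min at ambient temperature.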
* hit, by the source's call; ? = inconclusive; / = no result given; [ ] = another dose, or the depositor's remark. Unless noted, calls follow the shape of the dose curve; as a rule, active = well fitted curve in the direction sought with a large enough effect; inconclusive = small, poorly fitted or top-dose-only effect, or another doubt; inactive = no such curve, though single readings can be large; an effect the other way counts as inactive or inconclusive.

SMILES | BRCA1 expr up | Giardia kill | RORg inh | p53 reactivator | Gal4-VP16 FLuc | FLuc modulator | Rab9 promoter act | Menin MLL FP TR | PKM2 activator | ELG1 genotox | NPC1 promoter act
COc1ccc(C)cc1NC(=O)CSc1nc2ccccc2nc1N1CCCC1 | -16% | -3 | -31% | 14% | -7% | 2% | 7% | -14% | -1% | 0% | -4%
CN1CCN(C2CC(=O)N(c3ccc4c(c3)OCCO4)C2=O)CC1 (stereo not drawn) | 25% | -23 | -18% | 0% | -4% | -1% | 7% | -4% | -3% | ? | 1%
CN1C(=O)CC(N2CCN(C(=O)c3ccccc3)CC2)C1=O (stereo not drawn) | -1% | 21 | 1% | 0% | -4% | 1% | 0% | 15% | -11% | -6% | 0%
O=C(O)c1ccc(CSc2ncn[nH]2)cc1 | 6% | -3 | 2% | 7% | -9% | -11% | 0% | 3% | 1% | 11% | 2%
C/C(C/C(C)=C1/SC(=S)NC1=O)=C1\SC(=S)NC1=O | -4% | -6 | -14% | -4% | 6% | 27µM* | 0% | 66%[activator] | 1% | 0% | -4%
COC(=O)NC1CSCC1OC(=O)CN1C(=O)c2ccccc2C1=O (stereo not drawn) | 0% | 9 | -2%[0.365 µM] | -4% | / | 1% | 2% | 7% | -5% | -2% | -3%
CC1(C)C2(C#N)C(N)=NC3(OCCO3)C12C#N (stereo not drawn) | 0% | -23 | -13% | 4% | -12% | 2% | 0% | 7% | -4% | -1% | -4%
O=C(Cn1cnc2c(nnn2Cc2ccc(Cl)cc2)c1=O)OCc1ccccc1 | -4% | -19 | -1% | 7% | -3% | 2% | -3% | 0% | 0% | 0% | -4%
O=C(CCc1nnc2ccc(N3CCC4(CC3)OCCO4)nn12)Nc1ccc(F)cc1 | -16% | -5 | -10% | 6% | -12% | -2% | 2% | -18% | / | 4%[9.26 µM] | -3%
CN(C)c1cc[nH]c(=O)c1C#N | -23% | -17 | -1% | 13% | 5% | 1% | 14% | 8% | -9% | -7% | -1%
Cc1c(C(=O)O)cccc1-c1ccc(/C=C2\SC(=O)NC2=O)o1 | -32% | -23 | -47% | -34%[inhibitor] | -20% | 5.4µM* | 19% | 39%[activator] | 1%[11.5 µM] | -4% | 15%
CN(c1ccc(C(=O)NC2CCCC2)cc1)S(=O)(=O)c1ccc(Cl)cc1 | 7% | 8 | -7% | 1% | -6% | 1% | -4% | / | 0% | -7% | 1%
CCOc1c(C(N)=O)c(-c2ccccc2)c2c(=O)[nH]c3ccccc3n12 | 0% | 12 | -45% | 3% | ? | 4% | -11% | 19% | 4% | -4% | 1%
COC(=O)Cn1c2c(c3cc(C)ccc31)CCCC2 | -3% | -1 | 11% | -3% | 1% | 2% | -3% | 2% | 8% | -1% | -4%
O=C(O)C1C2C=CC(O2)C1C(=O)Nc1ccc(S(=O)(=O)N2CCc3ccccc32)cc1 (stereo not drawn) | -15% | 21 | 12% | 6% | -10% | 1% | 0% | 2% | ? | -1% | 1%
CC(C)OC(=O)c1cn(-c2ccccc2)nc1-c1ccco1 | -61% | -13 | -9%[0.365 µM] | ? | / | -17% | -4% | 12% | ? | -1% | 2%
CN(C)S(=O)(=O)c1ccc(Cl)c(NC(=O)CN2CCC(Cc3ccccc3)CC2)c1 | -40% | 3 | 39% | 0% | 1% | 0% | -2% | ? | 3% | -7% | -18%
N#Cc1ccc(C(=O)NC2=NCCS2)cc1 | ? | 8 | 3% | ? | -12% | ? | ? | 11% | / | 16% | ?
O=C(NN=c1c(=O)c2ccccc2c1=O)c1ccccc1 | -40% | -4 | -40% | 7% | ? | ? | 9% | -10% | -6% | 0% | -1%
CCNC(=S)N(Cc1cc2cc(C)c(C)cc2[nH]c1=O)C1CCCC1 | 0% | -6 | -2% | 0% | 1% | -1% | 9% | 0% | 13% | 3% | -8%
CC(OC(=O)CCN=C1NS(=O)(=O)c2ccccc21)C(=O)c1ccccc1 (stereo not drawn) | -15% | -3 | / | 3% | / | 0% | -4% | / | / | 2% | -2%
CCC(=O)Nc1cccc(NC(=O)c2ccc(C)c([N+](=O)[O-])c2)c1 | 36% | -16 | 27% | 10% | -6% | ? | 23% | 18% | 1% | -1% | 13%
NS(=O)(=O)c1ccc(Nc2ncccc2[N+](=O)[O-])cc1 | 12% | -91* | 29% | 21% | ? | 8% | -1% | 0% | -5% | ? | 2%
N#Cc1ccc(OCC(=O)N2CCN(S(=O)(=O)c3ccc(Cl)s3)CC2)cc1 | -23% | 6 | / | -8% | / | 1% | -22% | / | / | -4% | -15%
COc1cc(/C=N/N(C)C)ccc1OC(=O)c1ccco1 | -12% | 12 | 13% | 0% | 3% | -17% | -3% | -5% | -5% | 6% | -3%
CC(=O)Nc1ccc(OCCOc2ccc(/C=C3\C(=N)N4N=C(C(C)C)SC4=NC3=O)cc2)cc1 | -4% | 1 | -5% | -2% | 4% | 3% | -4% | ? | / | 4% | -4%
COc1ccc(OCC(=O)Nc2nccs2)cc1 | 98% | -22 | 3.5µM* | -6% | 7.9µM* | 3µM* | 0.45µM* | -2% | -48% | ? | 0.56µM*
C/C(=N\N1CCN(c2ccccc2)CC1)c1ccccc1O | 1% | 46[activator] | / | / | / | 1% | 12% | 10% | -2% | 0% | -1%
Cc1ccccc1-c1nc(Cc2ccccc2)no1 | 10µM* | 13 | 130% | ? | -3% | 12µM* | ? | 21% | 19% | ? | ?
Cc1oc(-c2cc(F)cc(F)c2)nc1CN1CCN(C(=O)c2ccco2)CC1 | -20% | -10 | 20% | -6% | 0% | -1% | 0% | -10% | -3% | -2% | -6%
CC(C)NC(=O)c1ccccc1NC(=O)Cc1ccc(Br)cc1 | -17% | 24 | 28% | -5% | 6% | -3% | -5% | 16% | -9% | -1% | -4%
C=C(C)Cc1c(C)c(C#N)c2nc3ccccc3n2c1N1CCCCC1 | -20% | -2 | -13% | 0% | -1% | 0% | -7% | ? | 0% | -7% | -4%
Cc1ccc[n+](CC(=O)Nc2c(Cl)cc(Cl)cc2Cl)c1 | -6% | 5 | 13µM* | 2% | 2% | 19µM* | 24% | 11% | 0% | 11% | 11%
O=C(COC(=O)c1n[nH]c2ccccc12)NC(=O)NC1CCCCC1 | -30% | -16 | -13% | 6% | 1% | 5% | 0% | -10% | -1% | -6% | 0%
Clc1cc(Cl)cc(Nc2ncn[nH]2)c1 | 16% | -4 | -4% | -12% | -9% | -21% | -6% | 14% | -3% | 1% | -5%
O=C(CCNC(=O)c1ccco1)Nc1ccc(Cl)cc1 | 15% | 11 | 15% | 2% | 17% | -6% | 2% | 2% | 2% | 5% | 0%
O=C1CC(N2CCC(c3nc4ccccc4o3)CC2)C(=O)N1c1ccc(Cl)c(C(F)(F)F)c1 (stereo not drawn) | 3% | -4 | ? | -3% | ? | 0% | 3% | 18% | 1% | -1% | 2%
O=C1CSC(=S)N1c1cccc(O)c1 | -29% | -4 | 13µM* | 11% | -6% | -3% | -12% | 48%[activator] | / | -3% | -3%
O=c1c2ccccc2nc2n1C(CSc1ccc(F)cc1)CS2 (stereo not drawn) | 7% | 17 | -4% | -3% | 6% | 0% | -13% | 4% | 1% | -3% | 0%
CCOC(=O)N1CCN(S(=O)(=O)c2ccc(F)c(C(=O)Nc3cc(C)cc(C)c3)c2)CC1 | 0% | 7 | -14%[0.365 µM] | -12% | / | 4% | -2% | -11% | -4% | -13% | -4%
O=C(NCc1ccco1)c1ccc(Cn2c(=O)c3sccc3n(Cc3cccc(F)c3)c2=O)cc1 | -16% | 3 | 28% | -7% | -1% | 0% | 1% | 4% | -11% | -1% | 3%
COc1ccc(C2CC(=O)c3cnc(N)nc3C2)c(OC)c1 (stereo not drawn) | -11% | 1 | -14% | -3% | -4% | -2% | -6% | -3% | 1% | 2% | -3%

Not all compounds are listed. The share of hits here may be higher or lower than overall.
